KDM5B inhibitor: Primary screen for KDM5B Histone Demethylases FDH-coupled qHTS; KDM5B demethylase, FDH-coupled NADH fluorescence (FDH is formaldehyde dehydrogenase); Potency, µM (doses to about 57.7 µM), inactives show at the top dose activity change, negative = inhibition, actives largely listed as inhibitors; AID 1347165, 2019; 2.6% of 220,000 active; active means well fitted inhibition curve with a large enough effect; inconclusive means small, poorly fitted or top-dose-only effect; inactive means no such curve, though single readings can be large or run the other way; further: 0% is about no effect; nearly all actives have a fitted effect of over 70% in size
Target sequence (Q9UGL1 whole entry, looked up): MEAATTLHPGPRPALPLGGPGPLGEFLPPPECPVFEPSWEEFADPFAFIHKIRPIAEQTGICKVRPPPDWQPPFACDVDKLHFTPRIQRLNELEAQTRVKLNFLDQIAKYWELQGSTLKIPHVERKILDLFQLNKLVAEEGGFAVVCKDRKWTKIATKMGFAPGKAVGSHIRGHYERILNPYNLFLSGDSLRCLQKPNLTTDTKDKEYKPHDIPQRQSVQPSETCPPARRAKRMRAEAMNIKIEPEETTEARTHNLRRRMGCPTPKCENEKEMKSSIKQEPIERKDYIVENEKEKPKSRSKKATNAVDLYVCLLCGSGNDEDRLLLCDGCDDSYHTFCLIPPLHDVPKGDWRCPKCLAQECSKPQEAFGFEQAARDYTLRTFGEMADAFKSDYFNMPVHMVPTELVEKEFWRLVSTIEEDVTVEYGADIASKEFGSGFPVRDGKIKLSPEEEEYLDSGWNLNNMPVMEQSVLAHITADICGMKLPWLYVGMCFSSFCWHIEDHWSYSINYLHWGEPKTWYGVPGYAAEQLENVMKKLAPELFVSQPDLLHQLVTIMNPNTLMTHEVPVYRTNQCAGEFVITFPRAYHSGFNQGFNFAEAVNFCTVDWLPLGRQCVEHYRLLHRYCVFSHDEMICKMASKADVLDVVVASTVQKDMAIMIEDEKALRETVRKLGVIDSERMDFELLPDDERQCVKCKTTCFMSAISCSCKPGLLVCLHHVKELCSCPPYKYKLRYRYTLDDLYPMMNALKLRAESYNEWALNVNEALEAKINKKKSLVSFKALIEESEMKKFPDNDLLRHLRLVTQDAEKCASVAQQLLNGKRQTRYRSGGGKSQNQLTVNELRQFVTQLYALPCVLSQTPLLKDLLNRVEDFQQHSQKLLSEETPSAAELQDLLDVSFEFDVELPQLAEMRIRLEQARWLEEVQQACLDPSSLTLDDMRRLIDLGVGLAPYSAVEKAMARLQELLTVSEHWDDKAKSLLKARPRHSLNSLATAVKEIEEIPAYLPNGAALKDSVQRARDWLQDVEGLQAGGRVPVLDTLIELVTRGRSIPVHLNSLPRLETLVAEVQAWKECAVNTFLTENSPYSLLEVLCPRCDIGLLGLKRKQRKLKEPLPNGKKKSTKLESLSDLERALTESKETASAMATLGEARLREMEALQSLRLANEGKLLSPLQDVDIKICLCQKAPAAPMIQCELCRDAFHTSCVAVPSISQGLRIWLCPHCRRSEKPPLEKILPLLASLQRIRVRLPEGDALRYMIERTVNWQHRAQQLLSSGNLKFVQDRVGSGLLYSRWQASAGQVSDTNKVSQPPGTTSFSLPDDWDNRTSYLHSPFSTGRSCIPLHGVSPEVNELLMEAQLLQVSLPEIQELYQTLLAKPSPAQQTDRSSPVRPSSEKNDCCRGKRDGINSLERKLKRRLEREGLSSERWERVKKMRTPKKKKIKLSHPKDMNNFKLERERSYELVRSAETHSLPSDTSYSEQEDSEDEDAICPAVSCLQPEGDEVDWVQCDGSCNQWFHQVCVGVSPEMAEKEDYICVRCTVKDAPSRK
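qHTS format, multiple compound concentrations. Buffer 50 mM HEPES pH 7.5/0.01% Tween-20; 200 nM KDM5BΔAP final; 10 min compound preincubation; substrate-mix levels 12.5 µM peptide, 25 µM α-KG, 0.25 mM NAD⁺; 30 min RT; ΔRFU.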
* hit, by the source's call; ? = inconclusive; & = joins results of further samples; [ ] = dose if it differs, or a comment. Potency means the concentration at half of the fitted maximal effect. An excerpt; count on the stated rates, not on these rows.

SMILES | KDM5B inhibitor
COc1ccccc1/C=C/C=C(/C#N)C(=O)NC(C)c1ccccc1 (configuration not stated) | 9.9%
Cc1noc(C)c1CCC(=O)N1CCCn2nc(C(O)CO)cc2C1 (configuration not stated) | 59.5%
CN(C)CCNC(=O)C[C@@H]1O[C@H](CNS(=O)(=O)c2ccc(Cl)cc2)[C@@H](O)[C@H]1O | 24.8%
Cc1ccccc1-c1nnc(-c2cccs2)o1 | ?
CCn1cc(C(=O)Nc2cccc(Cl)c2)c2cc(OC)c(OC)cc2c1=O | -26.6%
CCc1ccc(S(=O)(=O)c2nnn3c2nc(NC(C)C)c2cc(Cl)ccc23)cc1 | -17.2%
COc1ccc(-c2cc(N3CCCN(C(=O)Cc4c(F)cccc4Cl)CC3)n[nH]2)cc1 | ?
Cn1c(=O)c2c(nc(SCc3ccc(F)cc3)n2C)n(C)c1=O | -4.6%
O=C1c2cc(N3CCOCC3)nc(-c3ccccc3Oc3ccccc3)c2CN1C1COC1 | 28.2µM*
O=C(NNC(=O)c1ccncc1)Nc1cccc(C(F)(F)F)c1 | 5.4%
COc1ccc(CC(=O)Nc2nnc3n2CCS3)cc1 | ?
CNC(=O)c1ccc(NC(=O)CCc2ncc(-c3ccccc3F)o2)cc1 | 18.7%

Part of the list above in order of molar mass, lowest first.
SMILES | KDM5B inhibitor
O=C(NNC(=O)c1ccncc1)Nc1cccc(C(F)(F)F)c1 | 5.4%
Cn1c(=O)c2c(nc(SCc3ccc(F)cc3)n2C)n(C)c1=O | -4.6%
Cc1noc(C)c1CCC(=O)N1CCCn2nc(C(O)CO)cc2C1 (configuration not stated) | 59.5%
CCn1cc(C(=O)Nc2cccc(Cl)c2)c2cc(OC)c(OC)cc2c1=O | -26.6%

New compounds follow
SMILES | KDM5B inhibitor
COc1cccc(CNC(=O)[C@@H]2C[C@@H](O)CN2C2CCN(C(=O)c3ccccc3)CC2)c1 | -10.2%
CCCCNC(=O)c1ccc2c(=O)n(-c3ccccc3)c(=O)[nH]c2c1 | ?
CCOc1ccccc1CN1CCC2(CCN(C(=O)C3CCCC3)CC2)Oc2ccccc21 | ?
Cn1c(=O)oc2cc(S(=O)(=O)N3CCC(C(=O)N4CCN(c5cccc(Cl)c5)CC4)CC3)ccc21 | -11.9%
COc1ccc(CNC(=O)C[C@@H]2C[C@H]3O[C@H](CNCc4ccccc4Cl)[C@@H](O)[C@H]3O2)cc1 | -22.0%
CN1CCN(c2oc(-c3ccc([N+](=O)[O-])cc3)nc2C#N)CC1 | -9.0%&-0.9%
Cc1ccc(C(=O)N2CCC3(CC2)N=C(c2cccc(Br)c2)NO3)cc1F | ?
CCn1cc(S(=O)(=O)NCc2ccc(OC)cc2)cn1 | 21.5%
CCC[C@H]1CN(S(C)(=O)=O)C[C@@H]1NC(=O)CCc1cc(=O)[nH]o1 | 28.6%
Cc1ccc2cc3cc(C(=O)Nc4ccc(F)cc4Cl)oc3nc2c1 | ?
CN1CC(=O)N(C2CCNCC2)Cc2c1ncnc2N1CCCC(O)C1 (configuration not stated) | ?
C=CCOc1cccc(-c2nc(C(=O)NCc3cccc(F)c3)cs2)c1 | ?
Cn1ncc(C(=O)N2CCN(c3ccccc3)CC2)c1C1CCN(C(=O)OC(C)(C)C)CC1 | -12.2%
COC(=O)[C@H](C)NC(=O)Nc1cc(-c2n[nH]c(=O)c3ccccc23)ccc1C | -1.2%
N#Cc1cccc(CN2CCCC(c3nc4ccc(F)cc4c(=O)[nH]3)C2)c1 (configuration not stated) | -5.2%
Cc1ccc(Cn2c(C3CCN(C(=O)c4cc(Cl)ccc4F)CC3)n[nH]c2=O)cc1 | -4.8%
O=C1NC(=NC2CCCC2)C2(CCCN([S+](=O)([O-])c3ccccc3)C2)N1c1cc(F)cc(F)c1 (configuration not stated) | 11.4%[115 µM]
CC1=CC(C)(C)N(S(=O)(=O)c2ccc(C)cc2)c2ccc(Cl)cc21 | 8.1%
O=C(c1ccc(Cl)cc1)N1CC2(Cc3ccccc3NC2=O)C1 | -8.1%[149 µM]
COc1ccc(-c2cc(N3CCC(NC(=O)Cc4ccccc4C)CC3)n[nH]2)cc1 | ?
CCN(CC)C(=O)c1coc(COc2ccc3c(c2)C(c2ccc(C)cc2)N(C(=O)C2CC2)CC3)n1 (configuration not stated) | -24.8%
COC(=O)C1=C(N)N(c2ccc(Cl)cc2)C2=C(C(=O)CCC2)C1c1ccc(OC)cc1 (configuration not stated) | ?
O=C(Nc1ccc2c(c1)OCCO2)N1CCC(Cc2nc(-c3ccncc3)n[nH]2)CC1 | -14.1%
CCOc1ccc(C2Cn3nnc(-c4nc(-c5cccc(F)c5)no4)c3CO2)cc1 (configuration not stated) | -4.6%

Two compounds picked at random from the list so far, as already listed:
SMILES | KDM5B inhibitor
O=C(Nc1ccc2c(c1)OCCO2)N1CCC(Cc2nc(-c3ccncc3)n[nH]2)CC1 | -14.1%
CCOc1ccc(C2Cn3nnc(-c4nc(-c5cccc(F)c5)no4)c3CO2)cc1 (configuration not stated) | -4.6%

(continued)
SMILES | KDM5B inhibitor
CC1=C(C)C(c2cn(C)c3ccccc23)N(Cc2ccccc2)C1=O (configuration not stated) | 3.6%
C=CCNC(=O)c1cccnc1N1CC2CC(C1)[C@H]1CCCC(=O)N1C2 (some centres not stated) | 25.1µM*
CCn1ccc(C(=O)N2CC(c3nnc(-c4ccc(C)cc4)o3)C3(CCOCC3)C2)n1 (configuration not stated) | 17.3%
COC(=O)NC(NC(=O)c1ccccc1)C(Cl)(Cl)Cl (configuration not stated) | -0.2%
CC(C)=CC(=O)NCc1ccncc1 | -26.7%
NC(=S)NCCc1ccccc1 | 10.3%
O=C(NC1(C(F)(F)F)C(=O)Nc2c1c(=O)[nH]c(=O)n2-c1ccc(F)cc1)c1cccs1 (configuration not stated) | 3.2%
CC1Sc2ccc(C(=O)OCC(=O)NCc3ccccc3)cc2NC1=O (configuration not stated) | 11.0%
COCc1noc(CC2CCOC3(CCN(C(=O)NC4CCCCC4)CC3)C2)n1 (configuration not stated) | 27.4%
COc1ccc(-c2nc(Nc3ccccc3)c3ccccc3n2)cc1 | ?
CCCn1nc(C(=O)Oc2cc(Cl)ccc2Cl)c2ccccc2c1=O | -18.7%
CC(=O)N1CCC2(CC1)CN(C(=O)Cc1ccc(Cl)cc1)CCO2 | 26.4%[115 µM]
COc1cc(OC)c(NC(=O)Cn2nc(-c3ccc(C)cc3)ccc2=O)cc1Cl | 16.7%
O=C(COc1ccc(Cl)c(Cl)c1)N1CCC2(CCCNC2=O)C1 (configuration not stated) | 36.3%[activator]
Cc1nnc(SCc2ccc(Cl)cc2)c2cc3occc3n12 | ?
Cc1cc2ncn(CCCCOc3ccccc3)c2cc1C | 15.8%
CCOc1ccccc1C1N=C(N)Nc2nc3ccccc3n21 (configuration not stated) | -2.0%
COc1cc(C2C(C#N)=C(N)Oc3n[nH]c(-c4cccnc4)c32)ccc1OCC(N)=O (configuration not stated) | -26.3%
O=c1[nH]cccc1NS(=O)(=O)c1ccc(Cl)cc1 | -4.2%
CCCC(C#N)NC(=O)Cc1c[nH]c2ccccc12 (configuration not stated) | 21.2%
Cc1cc(C)c(NC(=O)CNC(=O)COC(=O)Cc2n[nH]c(=O)c3ccccc23)c(C)c1 | -12.8%
O=C1CCN(C(=O)COc2ccccc2)CCCC(c2nc(-c3cnccn3)no2)CCN1 (configuration not stated) | 5.9%
CC1CCN(c2oc(-c3ccc(COc4ccccc4)o3)nc2C#N)CC1 | ?
CCOC(=O)c1cn(C2CN(S(=O)(=O)Cc3ccc(Cl)cc3)C2)nn1 | -3.4%
COc1cc(Nc2ncc3c(n2)CCN(Cc2cccc(C)c2)C3)cc(OC)c1 | 151.4%[activator]
Cc1ccccc1C(=O)N1CCn2c(nn(-c3ccncc3)c2=O)C1 | 7.8%[86.2 µM]
CCc1ccc(CNC(=O)CCCN2C(=O)c3cccnc3Oc3ccc(Cl)cc32)cc1 | 2.7%
CCCCC(=O)N1CCN(c2nc3c(C)c(C)ccc3s2)CC1 | -8.3%
CC(=O)Nc1ccc(CN2CCC3(C2)C(=O)Nc2ccccc23)cc1 (configuration not stated) | 36.7%[86.2 µM]
Cc1nn2c(c1-c1cccnc1N1CCOCC1)N(CC1CCOCC1)CCC2 | ?
O=C(c1cccc(F)c1)N1CCN(C(=O)c2nnn3c2COC(c2ccc(F)cc2)C3)CC1 (configuration not stated) | 31.7%
Cc1c(-c2cccc(Cl)c2)nc2ccccc2c1C(=O)NC1CCCc2ccccc21 (configuration not stated) | -4.8%
COc1ccc(CN2CCn3c(nn(-c4ccc(C(F)(F)F)cc4)c3=O)C2)cc1 | 11.1%[115 µM]
CC(C)n1c(NCCO)nc2c1c(=O)n(C)c(=O)n2C | -4.7%
Cc1oc(-c2cccs2)nc1CC(=O)Nc1ccccc1O | ?
Cc1noc(C)c1S(=O)(=O)N(CC(=O)Nc1ccc(C(F)(F)F)cc1)c1ccc(C(C)C)cc1 | -21.0%

Two of the compounds above, field by field:
CC(C)n1c(NCCO)nc2c1c(=O)n(C)c(=O)n2C
  KDM5B inhibitor: -4.7%
Cc1oc(-c2cccs2)nc1CC(=O)Nc1ccccc1O
  KDM5B inhibitor: ?

(list continues)
SMILES | KDM5B inhibitor
COc1ccc(C)cc1NC(=O)Nc1ccccc1OCc1cc(=O)n2ccccc2n1 | ?
N#Cc1cccc(Oc2ccc(C(=O)OCC(=O)c3ccccc3)cc2)c1C#N | 21.2%
Cc1cnc(C2CCNC2)n1C(C)C (configuration not stated) | 17.0%
Cc1cccc2ncc(C(=O)NCc3cc4n(n3)CCCNC4)c(=O)n12 | 28.2µM*
Cc1oc(-c2ccc(Cl)cc2)nc1CN1CCC(C(=O)NCCCN2CCN(c3cccc(Cl)c3)CC2)CC1 | -18.0%
COc1ccc2oc(=O)c(-c3ccc(OC)c(OC)c3)c(C)c2c1 | -11.4%
COCc1noc(CC2CCOC3(CCN(C(=O)c4ccc5cc[nH]c5c4)CC3)C2)n1 (configuration not stated) | -28.2%
Cc1c(C(=O)N2C[C@@H](C(=O)O)[C@H](c3ccccc3)C2)sc2nc[nH]c(=O)c12 | -14.1%
Cc1ccccc1NC(=O)Cn1cc(S(=O)(=O)c2ccccc2)c(=O)c2ccccc21 | -15.2%
COC(=O)c1ccc(C2Nc3c(C)cccc3-c3cc(C)nn32)cc1 (configuration not stated) | -14.0%
CN(Cc1ccccc1)S(=O)(=O)c1ccc(-c2nc(C#N)c(NCc3ccc(F)cc3)o2)cc1 | -12.8%
Cc1ccc(NC(=O)c2ccc(N3CC4CC(C3)[C@H]3CCCC(=O)N3C4)nc2)c(C)c1 (some centres not stated) | 6.6%
CC(NC(=O)C(C#N)C(=O)/C=C/c1ccccc1)c1ccccc1 (configuration not stated) | 23.0%
CCc1ccccc1NC(=O)COC(=O)c1cn(CC)c2nc(C)ccc2c1=O | -47.2%
COc1ccc(Oc2coc3cc(OCc4ccccc4F)ccc3c2=O)cc1 | -9.8%
CN1CCC(Oc2ncccc2C(=O)N2CCOCC2)CC1 | -9.6%
O=C(c1cc2ccccc2oc1=O)N(Cc1ccc(Cl)cc1)Cc1ccco1 | -13.8%
COc1ccc(-c2noc(-c3cccn3CC(=O)N3CCc4ccccc43)n2)cc1F | 2.2%
Cn1cccc1/C=C(\C#N)c1ccc(Br)cc1 | -19.9%
Oc1c(Cl)cc(Cl)cc1C=Nc1ccc(F)c(Cl)c1 | -9.2%
COc1ccc(CCC(=O)NC2CCN(C(=O)c3cc4c(=O)[nH]c(C)cn4n3)CC2)cc1 | ?
O=C(NCC1CCOCC1)Nc1cccc(Cl)c1 | 23.0%
COCCN(C(=S)Nc1ccc(Cl)cc1OC)C1CCN(C(C)=O)CC1 | 33.8%
CCCCn1c(=O)[nH]c(=O)c2c1nc(CSc1nnc(C(F)(F)F)n1C)n2C | -13.2%
CCOC(=O)c1cnc(N2CCN(c3ccc(C)cc3C)CC2)c2ccccc12 | -10.5%
Cc1nc2c(c(-c3ccc(Cl)cc3)n1)CN(C(=O)c1ccc(C(F)(F)F)cc1)CC2 | -2.9%
O=C(NCCc1ccccn1)[C@@H]1C[C@@H](c2ccc(F)cc2)N(CCOc2ccccc2)C1 | -0.2%[86.2 µM]
CCN(C(=O)c1cc2sc3ccccc3c2s1)c1ccccc1 | 20.5%
Cc1ccc(C(=O)NCc2coc(-c3cccs3)n2)cc1 | ?
CCOc1ccc(-c2cn3c(n2)sc2cc(C(=O)NCCCc4ccccc4)ccc23)cc1 | -34.9%
COc1cccc(CN2Cc3cc(NC(=O)c4cccc(OC)c4)ccc3OCC2=O)c1 | -24.6%
CCC1(C(=O)NCc2ccc(C)o2)CCCCC(=O)N1 (configuration not stated) | -28.5%
Cc1ccc2c(COC(=O)/C=C/c3ccccc3)cc(=O)oc2c1 | -13.5%
CCNc1ccc(OC)cc1 | 0.6%
CC(C)(C)c1ccc(NC(=O)CNS(=O)(=O)c2ccccc2Br)cc1 | -8.3%
CN(CCNC(=O)C1CCCN(S(C)(=O)=O)CCC(=O)NCC1)C1CCCCC1 (configuration not stated) | 26.1%
Cn1c(SCC(=O)Nc2ccccc2C(=O)NC2CCCC2)nnc1-c1cccnc1 | -9.4%
C1CCC(c2nc(CCOCC3CCCC3)no2)NC1 (configuration not stated) | 28.2µM*
Cc1nc(N2CCCCC2)n(CC(=O)Nc2cccc(Cl)c2C)c(=O)c1C | -6.3%
O=C(NCCC12CC3CC(CC(C3)C1)C2)C12CC3CC(CC(C3)C1)C2 | 1.5%
Ic1ccc(-c2csc(Nc3ccc4c(c3)OCO4)n2)cc1 | 0.5%
Cc1cc(C(=O)COC(=O)c2cc3ccccc3oc2=O)c(C)n1CC(F)(F)F | 7.4%
CN(C)C(=O)C1(c2cccc(Br)c2)CC1 | -0.2%
N=C(N)c1ccc(COC2CCCCC2)cc1 | 18.6%

Bioassay records as filed in PubChem BioAssay.
